FID counter = displaces DNA intercalator in HCV helicase counter-screen | DNA fluorescent intercalator displacement, fluorescence | inhibition, % at 7.9 µM | 0.17% of 290,000 active | AID 1845; in the data active = inhibition above about 37%;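 also: 0% = vehicle and 100% = reference compound; higher means more ethidium bromide displaced from hairpin DNA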
VIM-2 inhibitor = inhibitors of Pseudomonas aeruginosa VIM-2 metallo-beta-lactamase; purified VIM-2, nitrocefin hydrolysis, epi-absorbance fluorescence; inhibition, % at 5.6 µM; 0.89% of 290,000 active;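 active = inhibition above the mean of all tested compounds plus 3 SD, cutoff set per screening run, cut at about 7.5% in these data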;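 also: red hydrolysis product quenches plate fluorescence so inhibitors raise well fluorescence; 0% = enzyme with DMSO and 100% = DMSO without enzyme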
SUMO HTRF inh = inhibitors of human SUMOylation (UBC9). inhibition, % at 35 µM. AID 2006. P63279. 0.36% of 290,000 active. HTRF SUMOylation assay, SAE1/SAE2 + UBC9, in vitro; in the data active = inhibition above about 50%, passing the limit was not always enough; inconclusive = no clear call, values can overlap the other calls; also: strong numbers were not always called active
Target sequence (P63279 whole entry, looked up): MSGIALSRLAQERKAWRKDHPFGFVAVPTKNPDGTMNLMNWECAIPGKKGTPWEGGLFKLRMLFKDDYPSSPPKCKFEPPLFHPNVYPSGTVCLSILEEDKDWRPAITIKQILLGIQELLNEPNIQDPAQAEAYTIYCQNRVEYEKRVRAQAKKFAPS
NALP1 yeast inh = inhibitors of NALP1 inflammasome in yeast; 0.61% of 280,000 active; S. cerevisiae NALP1/ASC/caspase-1 growth, X-gal OD620, 72 h; inhibition, % at 10 µM; AID 2071; in the data active = inhibition mostly above about 24%, no sharp cut-off; inactive = mostly below about 32%; also: some compounds called inactive have numbers as strong as hits
HCV NS3 hel inh = inhibitors of Hepatitis C virus NS3 helicase; NS3 helicase DNA unwinding, Cy5 molecular beacon fluorescence; inhibition, % at 10.9 µM; 0.56% of 290,000 active; AID 1800;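 active = inhibition above the mean of all tested compounds plus 3 SD, set per campaign, cut at about 35% in these data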;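 also: 0% = DMSO wells and 100% = thioflavine S control wells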
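Test system: hepatitis C virus NS3 helicase domain fragment enzyme. Also added: annealed dual-labelled DNA beacon duplex, ATP-started. Timing: 60 min unwinding reaction at 25 °C after ATP addition. Technique: Cy5 fluorescence. Measure: % inhibition of unwinding.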
IMP-1 inhibitor = inhibitors of Pseudomonas aeruginosa IMP-1 metallo-beta-lactamase; purified IMP-1, nitrocefin hydrolysis, epi-absorbance fluorescence; AID 1556; 0.45% of 290,000 active; inhibition, % at 5.6 µM;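 active = inhibition above the mean plus 3 SD of all compounds in the same screening run, cut at about 4.5% in these data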;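 also: 0% = IMP-1 with DMSO and 100% = DMSO wells lacking enzyme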
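System – purified recombinant IMP-1 beta-lactamase · Input – IMP-1 dispensed at 0.2 nM · Timing – 15 min preincubation plus 25 min reaction at 25 °C · Signal – Epi-absorbance fluorescence, 480 nm excitation, 530 nm emission · Measure – percent IMP-1 inhibition derived from blank-referenced optical density · Controls – Enzyme-plus-DMSO low control, enzyme-free DMSO high control · Replication – singlicate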
MEKK2 WT-MEK5 = raises or lowers MEK5 binding to wildtype human MEKK2 PB1 domain. Q9Y2U5. bead flow cytometry, Alexa488-MEK5 binding to MEKK2 WT; actives lie on both sides. AID 1531. 1.1% of 290,000 active. binding response (% of control), % at 10 µM; in the data active = binding response below about 67% or above about 130%; inconclusive = no clear call, values can overlap the other calls; inactive = in between
M18AAP inhibitor = PfM18AAP enzyme inhibition; recombinant PfM18AAP, H-Glu-NHMec fluorogenic cleavage; inhibition, % at 7.35 µM; 1.2% of 290,000 active; AID 1822;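 active = inhibition above the campaign mean inhibition over all tested compounds plus 3 SD, cut at about 28% in these data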;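 also: 0% = plate median of test compound wells and 100% = 2 mM ZnCl2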
MEKK2mut PB1 HTS = signal of MEK5 binding to mutant human MEKK2 PB1 domain; bead flow cytometry, Alexa488-MEK5 binding to MEKK2 mutant; percent response, % at 10 µM; 0.35% of 290,000 active; in the data active = percent response above about 24%, passing the limit was not always enough; also: inactives centre near 1; some results filed as inactive read as strong as hits
Starred values were filed as active, the others as inactive; ? = inconclusive; / = no result given. An unsorted share of the library; any-hit rate near 4.7%.

The first 2 records as a preview:
Order of values: FID counter	VIM-2 inhibitor	SUMO HTRF inh	NALP1 yeast inh	HCV NS3 hel inh	IMP-1 inhibitor	MEKK2 WT-MEK5	M18AAP inhibitor	MEKK2mut PB1 HTS
- CCOC(=O)Nc1ccc2c(CNC(C)c3ccccc3OC)cc(=O)oc2c1 (centres undefined)
    -27.9	0.2	12.1	13.7	-18.4	-1.0	97.0	5.8	1.0
- CC(=O)OCCN1CCN(C(=O)CN2C(=O)NC(c3ccccc3)(c3ccccc3)C2=O)CC1
    -39.1	1.1	-7.2	11.7	4.3	-0.6	97.0	2.0	-2.0

The listing, from the first entry:
Order of values: FID counter	VIM-2 inhibitor	SUMO HTRF inh	NALP1 yeast inh	HCV NS3 hel inh	IMP-1 inhibitor	MEKK2 WT-MEK5	M18AAP inhibitor	MEKK2mut PB1 HTS
- CCOC(=O)Nc1ccc2c(CNC(C)c3ccccc3OC)cc(=O)oc2c1 (centres undefined)
    -27.9	0.2	12.1	13.7	-18.4	-1.0	97.0	5.8	1.0
- CC(=O)OCCN1CCN(C(=O)CN2C(=O)NC(c3ccccc3)(c3ccccc3)C2=O)CC1
    -39.1	1.1	-7.2	11.7	4.3	-0.6	97.0	2.0	-2.0
- CCOC(=O)c1cnc2sccn2c1=O
    3.0	-2.2	-2.7	11.0	4.0	-3.1	96.0	4.0	-3.0
- c1ccc2c(Cn3ccnc3)cccc2c1
    -3.5	0.5	-4.7	-1.6	-7.2	-1.2	105.0	-1.7	2.0
- COCc1cc(C(C)=O)ccc1OCC(=O)Nc1ccc(NC(C)=O)cc1
    -6.2	-1.6	10.3	-11.0	-3.2	-2.6	96.0	-15.3	2.0
- Cc1cccc(OCC(=O)N/N=C\c2cccn2C)c1C
    -12.1	-2.3	12.1	10.4	-5.3	-1.4	97.0	0.8	2.0
- Fc1ccccc1-c1nc(NCc2ccccc2)c2ccccc2n1
    -2.7	0.5	-6.0	-2.7	-22.9	-1.1	100.0	0.0	-4.0
- Cc1ccc2c(Cl)c(C(=O)N/N=C/c3cccn3C)sc2c1
    -1.8	-4.3	11.3	22.4	7.0	-3.8	100.0	-0.1	3.0
- COc1c(C)cc(Br)cc1C(=O)Nc1ccc(S(N)(=O)=O)cc1
    -10.4	-2.0	6.1	-4.0	4.7	-2.3	107.0	0.0	10.0
- CCc1cc(=O)oc2c(CNCc3ccc(OC)cc3OC)c(O)c(Cl)cc12
    -12.1	-0.3	31.6	18.8	-23.1	-2.2	107.0	-3.0	6.0
- COc1cccc(NC(=S)N2CCC(N(C)CC3CCCO3)CC2)c1 (centres undefined)
    2.3	-1.2	12.7	7.7	0.5	-2.5	109.0	2.2	1.0
- Cc1ccc[n+](/C(=C\C(=C=[N-])C#N)C(=O)c2ccc(Cl)cc2)c1
    -6.8	-2.8	18.1	-8.4	1.1	-1.2	85.0	-0.7	-12.0
- CCCCN(C(=O)C1CCN(C(=O)c2ccccc2C)CC1)c1c(N)n(CCCC)c(=O)[nH]c1=O
    -16.4	-5.2	-7.6	7.7	-4.2	-3.1	107.0	0.5	6.0
- COc1ccc(CCNC(=O)c2cc3c(=O)n(C)c4ccccc4c3n2C)c(OC)c1
    -3.0	0.2	-6.7	/	11.8	-2.5	86.0	-2.5	-6.0
- O=C(NC1CCS(=O)(=O)C1)C1CCCCN1S(=O)(=O)c1ccc(Cl)cc1 (centres undefined)
    -4.7	-2.1	10.8	-6.9	-4.5	-0.4	94.0	3.2	1.0
- O=C(Nc1ccc(F)cc1)N1CCn2c(nc3ccccc32)C1
    -5.2	-2.3	8.8	28.3	-5.1	-3.3	97.0	5.2	0.0
- CS(=O)(=O)N1CCc2ccc(NC(=O)C3CCCO3)cc2C1 (centres undefined)
    -7.1	-1.9	15.7	7.3	5.0	-1.7	111.0	-11.6	8.0
- O=C(c1ccccc1Br)N1CCN(Cc2ccc3c(c2)OCO3)CC1
    -22.0	-1.5	1.5	9.0	-3.8	-2.6	112.0	6.2	20.0
- CCOC(=O)C1=C(C)NC(C)=C(C(=O)OCC)C1/C=C/c1ccccc1OC
    -26.4	-2.3	1.3	18.4	-11.3	-3.4	112.0	-0.5	20.0
- CN(CCOc1ccccc1)CC(=O)Nc1ccc(Cl)c(S(=O)(=O)N(C)C)c1
    0.3	-3.2	11.1	4.8	-6.9	-2.8	105.0	4.4	1.0
- COc1cccc(SCc2noc(C(=O)NCC3CCCO3)c2C(=O)O)c1 (centres undefined)
    -19.6	-3.1	2.3	-14.0	4.9	-2.5	113.0	0.8	10.0
- Cc1cc(N2C(=O)CC(C(C)c3ccccc3)C2=O)no1 (centres undefined)
    -0.4	-4.6	6.6	2.4	2.9	-3.7	101.0	2.6	-3.0
- Cc1cc(Nc2ccccc2F)n2nc(C)nc2n1
    -0.6	2.9	5.1	30.8	4.2	-1.7	100.0	0.3	-3.0
- Fc1ccc(C2c3[nH]c4ccccc4c3CCN2Cc2cccn2-c2ncccn2)cc1 (centres undefined)
    -1.8	-1.2	25.6	15.0	-8.2	-1.4	95.0	-8.4	-9.0
- CC(=O)c1cc(NC(=O)c2ccc([N+](=O)[O-])cc2)c(=O)oc1C
    -1.6	-0.8	16.4	-21.8	7.1	-0.9	93.0	1.7	-10.0
- Cc1ccc(C(=O)C[n+]2cccc3ccccc32)cc1
    4.4	1.4	10.5	35.9	1.9	-0.9	86.0	-2.5	-18.0
- CCCNC(=O)Cn1nc(C)n2c(cc3cc(F)ccc32)c1=O
    -6.9	1.0	3.6	27.2	26.6	1.3	102.0	-0.2	-1.0
- Cc1ccc(-c2nc(CS(=O)CC(=O)NCc3ccccn3)c(C)o2)cc1 (centres undefined)
    -18.9	-6.3	17.0	-25.3	5.1	-2.7	92.0	6.1	-3.0
- C=CCOc1ccccc1CNCCCN1CCOCC1
    19.1	-6.3	-6.2	19.7	-3.6	-1.2	108.0	-7.0	4.0
- COC(=O)c1ccc(CSc2nc3cc(Cl)ccc3s2)o1
    -6.5	-1.8	-7.1	7.0	5.5	-0.3	99.0	-5.5	3.0

(more compounds)
Order of values: FID counter	VIM-2 inhibitor	SUMO HTRF inh	NALP1 yeast inh	HCV NS3 hel inh	IMP-1 inhibitor	MEKK2 WT-MEK5	M18AAP inhibitor	MEKK2mut PB1 HTS
- S=c1[nH]nc(-c2cccc3ccccc23)n1-c1cccnc1
    -7.6	-0.3	8.8	/	-5.0	-0.7	85.0	19.1	-10.0
- CCCOC(=O)c1ccc(Nc2cc(C)nc3ncnn23)cc1
    -27.0	3.0	0.9	-5.8	-6.2	-4.8	100.0	-2.8	4.0
- COc1ccc(CC(=O)NNC(=O)c2cccs2)cc1
    -4.9	-3.6	-0.2	12.2	-2.5	-4.0	100.0	2.1	2.0
- COc1ccc(NC(=O)Cc2nc3ccccc3[nH]2)cc1
    -4.0	3.7	7.2	-13.4	-17.7	-1.7	102.0	-4.8	1.0
- CN(C(=O)CSc1nc2c(c(=O)[nH]1)CCC2)c1ccccc1
    -8.7	-4.3	3.4	0.0	-0.9	-2.9	101.0	5.2	-3.0
- Cc1ccc(NC(=O)NNC(=O)c2cc3ccccc3cc2O)cc1
    -3.9	-0.4	37.0	8.3	-1.5	-1.8	101.0	14.9	2.0
- CC(C)[C@H](NC(=O)NCCc1ccccc1)C(=O)O
    3.6	-3.6	5.4	33.4	7.3	-4.3	100.0	-5.1	-1.0
- CCc1nc2ccccc2c(C(=O)O)c1C
    0.8	-2.8	-4.7	25.5	3.4	0.2	100.0	6.2	1.0
- Cc1ccc(-n2c(C)nnc2SCC(=O)NC2CC2)cc1
    -7.2	-1.9	-3.7	6.5	-6.2	-0.8	100.0	6.7	-5.0
- Cc1cc(NC(=O)c2cccc(S(=O)(=O)N3CCCCCC3)c2)n(-c2ccccn2)n1
    1.6	0.1	-0.7	-2.6	-3.9	-2.3	107.0	-13.6	5.0
- COc1cc(S(=O)(=O)NCCCN2CCOCC2)ccc1Cl
    5.6	-0.2	-12.9	-3.2	4.1	4.1	?	1.3	-20.0
- Cc1c(C(=O)NCc2ccccn2)oc2ccccc12
    -4.3	-1.5	-4.8	0.3	7.3	2.0	98.0	1.9	9.0
- CC1CCC(NC(=O)CN(C)S(=O)(=O)c2ccc3c(c2)c(=O)n(C)c(=O)n3C)CC1 (centres undefined)
    -19.5	-2.5	10.2	-0.6	2.4	-3.3	100.0	3.1	2.0
- Cc1ccc(O)c(/C=N/NC(=O)CN2CCCC2)c1
    1.3	-1.9	18.0	-6.7	-3.8	-4.2	103.0	0.4	3.0
- CCCCC1OC23CCCCC2C(C#N)(C#N)C1(C#N)C(=N)O3 (centres undefined)
    -3.4	-2.5	-6.4	16.8	7.6	-3.5	108.0	2.0	5.0
- CNC(=S)N/N=C(\C)c1ccc(C)c(C)c1
    -7.0	-4.0	-9.2	4.6	3.9	-3.1	94.0	5.4	-2.0
- Cc1nc2ccccc2c2c1C(=O)N(CCC1=CCCCC1)C2=O
    -6.1	0.1	8.8	-8.5	1.5	-0.7	95.0	2.1	5.0
- Cc1ccc(NC(=S)N2CCC(N(C)CC3CCCO3)CC2)cc1C (centres undefined)
    5.9	1.2	1.6	13.6	0.1	-0.8	78.0	0.2	-13.0
- CC(=O)N(c1ccc2oc(=O)sc2c1)S(=O)(=O)c1ccc(C(=O)O)cc1
    -25.2	-1.8	-19.9	13.6	7.4	-4.5	106.0	46.0*	10.0
- CCCCN1C(=O)C(NC(=O)c2cccnc2)(C(F)(F)F)C2=C1CC(C)(C)CC2=O (centres undefined)
    -19.1	-0.6	8.2	14.5	7.8	-1.3	98.0	-1.3	-1.0
- Cc1cc(NC(=O)c2cc(-c3ccncc3)nc3c(C)cccc23)no1
    -23.3	-0.6	-5.4	-8.8	-3.0	-0.1	86.0	1.2	-9.0
- CC1CCCC(C)N1/N=C/c1cccc([N+](=O)[O-])c1 (centres undefined)
    0.5	0.6	12.1	15.4	-8.2	-1.1	104.0	-9.2	0.0

Source: PubChem BioAssay
